# E coli Lon inh = E. coli protease La inhibition | purified E. coli Lon protease, fluorescence polarization | P0A9M0 | hit rate 0.42% among 360,000 | AID 602123 | inhibition, % at 7.94 µM; in the data active = inhibition above about 13%, passing the limit was not always enough;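 note: 0% = enzyme with probe and DMSO and 100% = no enzyme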
# TbMetRS inhib = blocks T. brucei methionyl-tRNA synthetase activity; AID 624268; inhibition, % at 11.9 µM; purified T. brucei MetRS, ATP depletion, Kinase-Glo luminescence; hit rate 0.4% among 360,000;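 active = inhibition above a per-plate cutoff of the control wells' mean inhibition plus 3 SD, cut at about 5.5% in these data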;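 note: 0% = DMSO wells median and 100% = median of wells with control inhibitor compound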
#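 Dosing: 11.9 µM compound single dose, 0.9% DMSO; Assay system: purified T. brucei MetRS enzyme; Measured by: Kinase-Glo luciferase luminescence reporting remaining unconsumed ATP; Schedule: 15 min plus 2 h at 25 °C.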
# SUMO1-SIM PPI = alters human SUMO1 binding to SIM partners. inhibition, % at 20 µM. P63165. AID 602429. hit rate 0.33% among 360,000. SUMO1 binding to a labelled peptide, TR-FRET, 1 h; in the data active = inhibition above about 37%
# Target sequence (P63165 whole entry, looked up): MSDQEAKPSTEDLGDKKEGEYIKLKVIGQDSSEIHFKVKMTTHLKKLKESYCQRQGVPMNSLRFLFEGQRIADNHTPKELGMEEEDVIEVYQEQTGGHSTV
# LMPTP inh = LMPTP (human) inhibition; P24666; recombinant LMPTP-A, OMFP fluorogenic substrate, fluorescence intensity; inhibition, % at 20 µM; hit rate 0.22% among 360,000; AID 651560;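 active = compounds that cut the enzyme signal by at least half of the control window in the single-dose screen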;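 note: plate controls were DMSO wells with enzyme plus substrate for no effect and substrate without enzyme for full effect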
# Target sequence (P24666 whole entry, looked up): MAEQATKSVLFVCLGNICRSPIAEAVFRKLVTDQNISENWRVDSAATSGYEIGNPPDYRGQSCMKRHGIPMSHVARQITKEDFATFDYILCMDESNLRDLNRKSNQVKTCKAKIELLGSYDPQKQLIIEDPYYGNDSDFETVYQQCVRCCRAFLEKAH
#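 Buffer or medium: Bis-Tris pH 6.0, DTT, detergent; Assay system: LMPTP-A enzyme; Quantity: 0.625 nM enzyme; Detection: endpoint fluorescence intensity; Times: 50 min dark incubation at room temperature; Controls: substrate-only low control, DMSO enzyme-plus-substrate high control; Doses: single 20 µM dose; Read-out: percent inhibition versus substrate-only and uninhibited controls; Reagent: 400 µM OMFP.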
# Scp1 inh = inhibitors of human Scp-1 phosphatase. Recombinant Scp1, phosphopeptide, malachite green phosphate absorbance. inhibition, % at 20 µM. hit rate 0.88% among 340,000;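 active = inhibition above about 50% at 20 µM, limit read from the data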;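 note: plate controls were DMSO wells with enzyme for no effect and wells lacking enzyme for full effect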
# Target sequence (Q9GZU7 76-261 limits assumed): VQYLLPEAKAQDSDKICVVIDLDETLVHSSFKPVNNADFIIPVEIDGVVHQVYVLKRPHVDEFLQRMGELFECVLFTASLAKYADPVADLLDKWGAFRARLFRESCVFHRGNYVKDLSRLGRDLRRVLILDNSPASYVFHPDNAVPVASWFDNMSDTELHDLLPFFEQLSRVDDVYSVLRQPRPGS
#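 Test system: SCP-1 phosphatase catalytic domain, residues 76-261; measured by: colorimetric phosphate reagent with accelerator and stabiliser, absorbance at 630 nm; timing: enzyme reaction 45 min at room temperature, colour 5 min, stabilisation 30 min; also added: Phosphorylated 17-residue peptide substrate; compound dosing: one concentration, 20 µM, with 1.0% DMSO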
# MsrA inhibitor = bovine MsrA inhibition. purified bovine MsrA, absorbance read-out. inhibition, % at 15.5 µM. hit rate 0.75% among 360,000. AID 651718; in the data active = inhibition above about 4.5%;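 note: 0% = vehicle wells with enzyme and 100% = reference inhibitor wells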
# STEP block = STEP (human) phosphatase inhibition | inhibition, % at 20 µM | recombinant STEP, OMFP fluorogenic substrate, fluorescence | AID 588621 | hit rate 0.25% among 360,000 | P54829;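 active = inhibition at 20 µM, scaled per plate between control wells, above about 37%, limit read from the data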;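 note: 0% = DMSO with enzyme and substrate and 100% = substrate only without enzyme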
# Target sequence (P54829 whole entry, looked up): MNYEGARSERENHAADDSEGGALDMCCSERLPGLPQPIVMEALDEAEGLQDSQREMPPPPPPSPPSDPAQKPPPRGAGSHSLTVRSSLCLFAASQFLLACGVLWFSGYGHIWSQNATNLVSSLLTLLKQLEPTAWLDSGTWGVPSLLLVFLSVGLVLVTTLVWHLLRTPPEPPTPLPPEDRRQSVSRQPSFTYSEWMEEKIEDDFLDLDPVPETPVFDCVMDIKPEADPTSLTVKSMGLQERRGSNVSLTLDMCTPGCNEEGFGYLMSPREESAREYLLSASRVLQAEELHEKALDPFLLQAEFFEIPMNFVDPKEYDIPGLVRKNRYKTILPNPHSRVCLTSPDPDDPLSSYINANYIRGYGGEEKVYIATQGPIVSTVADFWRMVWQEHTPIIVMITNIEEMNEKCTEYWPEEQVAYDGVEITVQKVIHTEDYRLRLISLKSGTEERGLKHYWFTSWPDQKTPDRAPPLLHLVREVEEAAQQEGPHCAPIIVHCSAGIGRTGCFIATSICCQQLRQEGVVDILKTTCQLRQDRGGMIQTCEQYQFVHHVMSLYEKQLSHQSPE
#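 Material: STEP (striatal-enriched tyrosine phosphatase) enzyme, cell-free | Medium: 50 mM Bis-Tris pH 6.0 with 2.5 mM DTT and 0.005% Tween 20 | Read-out: Percent inhibition scaled to no-enzyme and uninhibited-enzyme controls, plate-pattern corrected | Signal: Fluorescence read at 480 nm ex / 540 nm em | Times: 20 min reaction, room temperature, in the dark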
# CendR NRP1 mod = NRP-1/CendR interaction modulation. hit rate 0.85% among 360,000. inhibition, % at 25 µM. O14786. FAM-RPARPAR peptide binding to NRP-1, fluorescence polarization;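 active = inhibition or corrected inhibition above about 18%, plus a signal ratio from 0.5 to 1.5, limit read from the data, passing the limit was not always enough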; note: strong numbers were not always called active
# bovine MsrA act = bovine methionine sulfoxide reductase A activation. purified bovine MsrA, absorbance read-out. hit rate 0.3% among 360,000. AID 602163. activation, % at 10.6 µM; in the data active = activation above about 7.5%;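 note: 0% = vehicle and 100% = reference activator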
# DNMT1 inh = blocks human DNA methyltransferase DNMT1 | inhibition (reported as % activation of signal), % at 10 µM | P26358 | hit rate 0.83% among 360,000 | DNMT1 molecular beacon, Hinp1I cleavage, fluorescence; in the data active = inhibition above about 50%
# * = called active by the depositor; . = no result given.
structure | E coli Lon inh | TbMetRS inhib | SUMO1-SIM PPI | LMPTP inh | Scp1 inh | MsrA inhibitor | STEP block | CendR NRP1 mod | bovine MsrA act | DNMT1 inh
NS(=O)(=O)c1ccc(NC(=O)COc2ncnc3sccc23)cc1 | -14 | -0.3 | 3 | 0.8 | -4 | 2.1 | -3 | -25 | -3 | 2
CC(C(=O)Nc1ccccc1-c1ccccc1)N1CCOCC1 (stereo not drawn) | -1 | -1.6 | 0 | -0.8 | 1 | 0.3 | 1 | -17 | -13 | 4
O=c1c2ccccc2[nH]c(=S)n1C1CCCCC1 | -5 | -0.9 | 4 | 1.3 | -8 | -1.0 | -1 | 12 | -6 | -1
Cc1cnc(C)c(N(C)NC(=S)Nc2ccccc2)n1 | 3 | -1.4 | -6 | -1.4 | 0 | 0.6 | 3 | -2 | -6 | 4
O=C(/C=C/c1cccc(Br)c1)NCc1ccncc1 | -6 | -0.6 | -8 | -1.0 | 28 | -1.0 | 1 | -1 | 7 | 0
COC(CNC(=O)c1ccc(CS(=O)(=O)c2ccc(Br)cc2)o1)OC | 7 | -1.9 | 0 | -1.3 | 4 | -0.9 | 0 | -10 | -10 | 3
Cc1ccc(C(=O)N/C(=C/c2ccco2)C(=O)NCCc2c[nH]c3ccccc23)cc1 | -5 | -0.6 | -4 | 0.8 | -12 | 0.8 | -3 | -3 | -4 | -24
CCOC(=O)N1CCN(C(=O)CCc2ccc(S(=O)(=O)NCCc3ccccc3)cc2)CC1 | -7 | -0.9 | 0 | -1.4 | -6 | -0.7 | -2 | -6 | -4 | -1
COc1ccc(CCNC(=O)c2cnc(C)cn2)cc1 | -6 | -0.3 | 2 | 0.6 | -2 | -1.4 | 1 | -4 | -1 | 3
CCN1CCN(Cc2ccc(NC(=O)c3cc(NC(=O)c4nccnc4N)cc(OC)c3)cc2C(F)(F)F)CC1 | -1 | 0.4 | -16 | -0.3 | -1 | -1.7 | 0 | -1 | -2 | -16
COc1cccc(N2CCN(C(=O)c3cc4cc(Cl)ccc4[nH]3)CC2)c1 | -7 | 0.7 | 2 | 2.6 | -13 | 0.4 | 0 | 5 | -2 | -13
C=CCN(c1ccccc1)S(=O)(=O)c1ccc(Cl)c(C(=O)OCC(=O)NCCCN2CCCC2=O)c1 | 2 | -0.8 | -1 | -0.5 | -12 | -0.8 | 4 | 8 | -4 | 0
O=c1cc(CN2CCOCC2)c2cc(Cl)c(O)cc2o1 | 8 | -0.2 | -11 | -16 | -7 | 2.2 | -1 | 1 | -3 | 1
OCCCNc1nc(-c2ccccc2)c2cc(Cl)ccc2n1 | 8 | -0.8 | -16 | 0.6 | -7 | 0.5 | 1 | -5 | -1 | 9
C=CCSc1nc(-c2ccccc2)c2cc(Cl)ccc2n1 | 2 | -1.3 | -2 | 2.0 | -5 | -1.3 | 4 | 8 | -3 | 0
CCOc1cccc(C(=O)Nc2ccc3[nH]ncc3c2)c1 | 4 | -0.6 | 4 | -0.3 | -7 | 0.5 | 1 | 3 | -1 | -4

# In the list so far, two have bromine:
structure | E coli Lon inh | TbMetRS inhib | SUMO1-SIM PPI | LMPTP inh | Scp1 inh | MsrA inhibitor | STEP block | CendR NRP1 mod | bovine MsrA act | DNMT1 inh
O=C(/C=C/c1cccc(Br)c1)NCc1ccncc1 | -6 | -0.6 | -8 | -1.0 | 28 | -1.0 | 1 | -1 | 7 | 0
COC(CNC(=O)c1ccc(CS(=O)(=O)c2ccc(Br)cc2)o1)OC | 7 | -1.9 | 0 | -1.3 | 4 | -0.9 | 0 | -10 | -10 | 3

# Record cards, as listed above.
# Cc1cnc(C)c(N(C)NC(=S)Nc2ccccc2)n1 is listed as E coli Lon inh: 3; TbMetRS inhib: -1.4; SUMO1-SIM PPI: -6; LMPTP inh: -1.4; Scp1 inh: 0; MsrA inhibitor: 0.6; STEP block: 3; CendR NRP1 mod: -2; bovine MsrA act: -6; DNMT1 inh: 4
# CCOC(=O)N1CCN(C(=O)CCc2ccc(S(=O)(=O)NCCc3ccccc3)cc2)CC1 is listed as E coli Lon inh: -7; TbMetRS inhib: -0.9; SUMO1-SIM PPI: 0; LMPTP inh: -1.4; Scp1 inh: -6; MsrA inhibitor: -0.7; STEP block: -2; CendR NRP1 mod: -6; bovine MsrA act: -4; DNMT1 inh: -1

# New compounds follow
structure | E coli Lon inh | TbMetRS inhib | SUMO1-SIM PPI | LMPTP inh | Scp1 inh | MsrA inhibitor | STEP block | CendR NRP1 mod | bovine MsrA act | DNMT1 inh
COc1cc2ccccc2cc1C(=O)NNC(=O)c1ccccc1O | 2 | 0.0 | -7 | 1.5 | . | 4.2 | -1 | -2 | -4 | -1
COc1ccccc1CNC(=O)c1ccccc1C(=O)NC(CC(C)C)C(=O)NCc1ccccc1OC (stereo not drawn) | -2 | -0.2 | 8 | -0.6 | -1 | -0.8 | -1 | 5 | -3 | 2
CC(Oc1ccccc1)C(=O)N=Nc1c(O)[nH]c2ccc([N+](=O)[O-])cc12 (stereo not drawn) | -1 | -0.1 | 7 | 0.7 | -5 | 2.9 | 1 | 23 | 2 | 8
O=C1c2ccccc2C(=O)N1CCc1ccccc1 | 3 | -0.8 | -6 | -0.5 | -11 | 0.7 | -1 | 2 | -3 | -2
C/C(CCc1ccc2c(c1)OCO2)=N\N=C(/N)SC1CC(=O)N(c2ccc(Cl)cc2)C1=O (stereo not drawn) | 4 | 0.1 | 1 | 3.2 | -6 | -0.2 | -5 | -7 | -3 | -8
CCc1ccc(CN(C)CCc2ccccn2)cc1 | 5 | -0.4 | -2 | -1.1 | -6 | -0.7 | -1 | 13 | -9 | 3
COc1ccc(OC)c(CN2C(=O)c3ccccc3C2c2nnnn2-c2ccc3c(c2)OCCO3)c1 (stereo not drawn) | -7 | -2.3 | -2 | -0.4 | . | 0.9 | . | -19 | -11 | .
c1coc(CSSCc2ccco2)c1 | 2 | 0.0 | 14 | 19 | 22 | 0.5 | 16 | -7 | -5 | 101*

# Remaining list, next part
SMILES,E coli Lon inh,TbMetRS inhib,SUMO1-SIM PPI,LMPTP inh,Scp1 inh,MsrA inhibitor,STEP block,CendR NRP1 mod,bovine MsrA act,DNMT1 inh
COc1ccc(C(=O)NCCc2cn3ccccc3n2)cc1,5,-0.6,-3,-0.9,-4,0.6,3,-1,2,-3
O=C(CNC(=O)c1ccc(Br)cc1)N/N=C/c1ccc[nH]1,-12,23*,-2,0.1,-12,0.6,0,1,-1,6
O=C(C(=Cc1ccc(F)cc1)c1ccccc1)c1ccc(O)cc1,-13,-0.4,1,1.7,-13,-0.1,-1,5,-6,2
Brc1ccc2[nH]ncc2c1,-7,1.0,1,-0.9,-4,0.5,1,1,-2,1
Cc1cccc(-c2nsc(SCC(=O)c3ccc(Cl)cc3)n2)c1,-6,-1.4,-2,1.1,-10,2.4,0,45*,-10,1
NC(=O)CSc1nc2ccccc2n1Cc1ccccc1,0,-0.5,5,-0.7,-4,1.4,-2,1,-3,4
CCOc1ccc(C(CCc2ccccc2)NC(=O)c2ccccc2OC)cc1OCC (stereo not drawn),-6,-1.4,-2,4.2,-6,.,2,11,-10,-2
Cc1ccc(O)c(C2=Nc3ccccc3N=C(c3ccc([N+](=O)[O-])cc3)C2)c1,-2,-1.1,-21,2.5,-1,-0.5,2,-6,-11,-8
O=Cc1cn(CCOc2ccccc2F)c2ccccc12,-2,0.8,1,0.4,-9,-0.1,0,15,-3,4
N#Cc1cccc(-n2nnnc2-c2ccc3c(c2)OCO3)c1,-4,-0.2,-1,1.0,-6,1.2,-4,6,-6,4

# Next part, starting with the last two of the part before.
SMILES,E coli Lon inh,TbMetRS inhib,SUMO1-SIM PPI,LMPTP inh,Scp1 inh,MsrA inhibitor,STEP block,CendR NRP1 mod,bovine MsrA act,DNMT1 inh
O=Cc1cn(CCOc2ccccc2F)c2ccccc12,-2,0.8,1,0.4,-9,-0.1,0,15,-3,4
N#Cc1cccc(-n2nnnc2-c2ccc3c(c2)OCO3)c1,-4,-0.2,-1,1.0,-6,1.2,-4,6,-6,4
COC(=O)C[C@H]1C[C@H]2c3cc(NS(=O)(=O)c4cccc(OC)c4)ccc3O[C@H]2[C@@H](CO)O1,1,-0.6,7,-1.0,.,-0.1,-1,-1,-2,4
CC(=O)N1CCN(C(=O)c2ccc(NS(=O)(=O)c3cc(C)ccc3C)cc2)CC1,-1,-0.3,-2,0.5,1,-0.6,3,0,-3,3
COC(=O)c1ccc(CSc2nncn2N)cc1,-4,-0.3,-1,-0.3,-1,0.3,0,-12,3,-3
COc1ccc2c(CC(=O)NCc3cccs3)coc2c1,-12,-1.4,1,-1.9,10,0.5,2,-4,-9,0
CC(=O)Oc1ccc(CC(C(=O)O)N2C(=O)c3ccccc3C2=O)cc1 (stereo not drawn),5,-0.6,-2,19,7,-1.3,7,5,-1,7
CCOc1ccc(NC(=O)CN(C)C(=O)Cc2ccc3c(c2)OCCO3)cc1OCC,-7,-0.3,-22,-2.1,.,-0.2,2,11,-3,5
c1ccc(-c2noc(CN3CCN(c4cnccn4)CC3)n2)cc1,-13,0.6,1,1.2,4,2.4,-1,-3,-6,1
CCn1c(=NC(=O)c2ccc(S(=O)(=O)N3CCOCC3)cc2)sc2cccc(OC)c21,-5,0.3,43*,2.4,-13,-0.4,-3,6,-1,-7
CN(C)C(CNC(=O)c1cc(Br)ccc1Cl)c1ccco1 (stereo not drawn),4,-0.6,4,-2.0,-8,-0.1,0,10,1,0
O=C(COC(=O)/C=C/c1ccccc1)NC(=O)NC1CCCCC1,0,-0.3,-6,0.3,-18,0.7,-2,24,-2,-4
O=C1N=C(c2ccccc2)S/C1=C\c1cccs1,-8,0.1,-9,1.3,-5,0.8,6,-45,-3,-14
Cc1sc(NC(=O)c2cccc(N3C(=O)CCC3=O)c2)nc1-c1ccccc1,3,-0.4,0,2.5,-4,0.7,0,-14,-2,-10
CCOc1ccccc1OCC(=O)Nc1cc(C)on1,8,0.1,-2,-1.0,-4,-0.3,2,1,-4,7
Cc1cc(NC(=O)CSc2nncn2-c2ccccc2)no1,1,-1.2,-3,1.2,-6,-0.6,2,1,-7,5
COc1ccccc1N1CCN(C(=O)c2cn(Cc3ccccc3)nc2-c2cccnc2)CC1,-4,-0.3,2,-0.4,-4,-0.9,-1,-3,-4,2
CCC(Cc1ccccc1)NC(=O)c1cc(S(=O)(=O)N2CCCCC2)c[nH]1 (stereo not drawn),10,-0.5,6,0.6,-3,2.3,-1,-8,2,-3
C#Cc1cccc(C(=O)N2CCCC(C(=O)c3ccc(OC)cc3C)C2)c1 (stereo not drawn),-13,-0.4,-1,0.2,-9,0.4,3,-7,0,1
CCC(NC(=O)C1CCCO1)c1ccccc1 (stereo not drawn),-11,-0.6,4,-0.7,-7,-1.3,-2,-6,4,0
CC(Sc1ccc(S(=O)(=O)N(C)C)cn1)C(=O)NC1CCCC1 (stereo not drawn),25*,0.3,5,-0.8,13,0.6,0,6,-12,9

# Screens: PubChem BioAssay, several laboratories
